Compound activity as filed in PubChem.
Hsp70 activator = transcriptional activators of Hsp70 | hit rate 0.04% among 200,000 | activation, % at 10 µM | HeLa Hsp70 promoter luciferase reporter, luminescence; scaled: vehicle 0, proteasome-inhibitor control 100%;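 active = activation above the mean across all tested compounds plus 3 SD, cutoff set per campaign, cut at about 5.5% in these data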;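 also: 100% = MG132 at 30 µM as the positive control and 0% = DMSO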
STAT3 inh = reduces IL-6 driven STAT3 reporter signal | inhibition, % at 5.5 µM | AID 862 | U3A cells, IL-6 STAT3-luciferase reporter, luminescence; host cell line lacks STAT1 | hit rate 0.89% among 190,000;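 active = inhibition above the mean inhibition across all screened compounds plus 3 SD, cut at about 44% in these data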;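 also: 0% = DMSO only wells and 100% = 100 µM nifuroxazide control wells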
RAM inhibit = blocks the yeast RAM network; inhibition, % at 50 µM; hit rate 1.8% among 190,000; S. cerevisiae dse1pr::URA3 reporter, 5-FOA growth OD615, 2 d; analog-sensitive cbk1-as2 kinase mutant strain; AID 868;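 active = inhibition above a set limit, 3 SD over mean compound inhibition, cut at about 8.4% in these data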;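 also: 0% = DMSO-only wells with no growth and 100% = 10 µM 1-NA-PP1 full growth; inhibition rescues growth on 5-FOA so higher OD means more RAM inhibition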
STAT1 inh = inhibitors of IFN-gamma induced STAT1 signaling | NIH 3T3 STAT1-luciferase reporter, luminescence | inhibition, % at 5.5 µM | hit rate 0.35% among 200,000;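 active = inhibition above a set limit, the mean inhibition across all tested compounds plus 3 SD, cut at about 34% in these data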;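 also: 0% = IFN-gamma with DMSO and 100% = IFN-gamma with 300 µM nifuroxazide; values of inactives mirror those of a sister screen read the other way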
APP 5'UTR act = activates APP 5'UTR luciferase reporter; SH-SY5Y APP 5'UTR luciferase reporter, luminescence; zero percent = DMSO vehicle wells; activation, % at 2 µM; hit rate 1% among 190,000; AID 1276;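 active = activation above a set limit, based on mean plus 3 SD of controls, cut at about 140% in these data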; also: values of inactives mirror those of a sister screen read the other way
APP 5UTR inh = APP translation inhibition; hit rate 0.82% among 190,000; AID 1285; SH-SY5Y APP 5'UTR-luciferase reporter, luminescence; inhibition, % at 2 µM;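 active = inhibition above a set limit, derived from the sample mean plus 3 SD, cut at about 45% in these data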; also: values of inactives mirror those of a sister screen read the other way
STAT3 activator = STAT3 signaling activation | U3A cells, IL-6 STAT3-luciferase reporter, luminescence; 100% = signal with IL-6 EC80 alone | hit rate 0.91% among 190,000 | activation (% of control), % at 5.6 µM | AID 871;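 active = activation above the screen-wide mean of compound activation plus 3 SD, cut at about 130% in these data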;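 also: 0% = background luminescence of wells with medium and substrate only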
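Test system: STAT3-luciferase reporter U3A cells; Detection: reporter luminescence signal; Times: 1 h compound pre-exposure, 6 h IL-6 stimulation, 37 °C; Benchmarks: IL-6-only high control; Also added: IL-6 stimulus at 33 ng/mL final.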
FLuc inhib CS = Photinus pyralis luciferase inhibition counter-screen; ATPLite firefly luciferase biochemical luminescence, 10 min; inhibition, % at 10 µM; hit rate 1.5% among 200,000; AID 1006; P08659;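 active = inhibition above about 50% when tested at 10 µM, limit read from the data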
Target sequence (P08659 whole entry, looked up): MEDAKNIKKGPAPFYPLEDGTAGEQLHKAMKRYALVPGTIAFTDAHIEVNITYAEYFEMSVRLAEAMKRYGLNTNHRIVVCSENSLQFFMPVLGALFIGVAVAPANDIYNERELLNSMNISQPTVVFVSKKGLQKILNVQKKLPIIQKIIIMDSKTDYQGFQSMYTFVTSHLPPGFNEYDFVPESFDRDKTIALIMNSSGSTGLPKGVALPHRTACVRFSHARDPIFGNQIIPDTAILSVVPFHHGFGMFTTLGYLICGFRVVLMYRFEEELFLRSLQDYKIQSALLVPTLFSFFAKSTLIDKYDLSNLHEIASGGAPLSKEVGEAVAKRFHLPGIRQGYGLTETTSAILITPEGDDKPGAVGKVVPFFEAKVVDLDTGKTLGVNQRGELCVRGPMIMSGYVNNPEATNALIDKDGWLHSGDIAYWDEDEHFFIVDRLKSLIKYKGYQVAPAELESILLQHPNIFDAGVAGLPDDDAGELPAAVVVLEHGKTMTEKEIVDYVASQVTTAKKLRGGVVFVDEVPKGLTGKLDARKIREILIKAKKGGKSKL
NF-kB expr up = compounds increasing NF-kB expression in human neuronal cells | NF-kB reporter expression; stronger effect = higher value | fold change at 12.5 µM | hit rate 1.6% among 190,000 | AID 1239; in the data active = fold change above about 3.3
STAT1 activator = activators of IFN-gamma induced STAT1 signaling; activation (% of control), % at 5.5 µM; NIH 3T3 STAT1-luciferase reporter, luminescence; 100% = IFN-gamma alone, no compound; hit rate 2.6% among 200,000; AID 932;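 active = activation above the screen-wide mean activation plus 3 SD, cut at about 130% in these data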;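 also: raw ratio to IFN-gamma control signal so 100% means no change and 0% no light; values of inactives mirror those of a sister screen read the other way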
* hit, by the source's call.

SMILES	Hsp70 activator	STAT3 inh	RAM inhibit	STAT1 inh	APP 5'UTR act	APP 5UTR inh	STAT3 activator	FLuc inhib CS	NF-kB expr up	STAT1 activator
CCC(=O)Nc1ccc(NC(=O)/C=C/c2ccc(Cl)cc2)cc1	-0.1	0	0.9	-1	3	-3	99	0	1.3	101
CC1CCN(Cc2c(O)ccc3c(=O)c(-c4nc5ccccc5s4)c(N)oc23)CC1	-0.1	5	-0.5	6	0	0	94	4	1.2	97
O=C(CN1C(=O)COc2ccccc21)NCc1ccc(C(=O)O)cc1	-0.2	-3	2.0	-5	8	-8	105	-5	0.97	104
Cc1noc2ncnc(Oc3ccc4ccccc4c3)c12	-0.1	10	2.1	-3	-8	8	93	-4	1.1	103
O=S(=O)(c1ccccc1)c1ccc(C(F)(F)F)cn1	-0.3	-6	-0.2	1	-10	10	106	-6	1.7	98
CCOC(=O)c1sc(C)c2c(=O)n(CC)nnc12	-0.1	15	-0.3	-3	-5	5	91	-5	1.1	103
Cc1ccc(CNC(=O)CSc2ncccn2)cc1	0.0	-10	1.8	-14	7	-7	111	-2	1.4	112
CCC(CC)NC(=O)c1cc(OC)c(OC)cc1[N+](=O)[O-]	-0.2	7	-0.5	8	7	-7	98	-11	1.6	93
CC(=O)c1cccc(NC(=O)C2C3C=CC(C4CC34)C2C(=O)O)c1 (stereo not drawn)	-0.3	2	0.3	4	8	-8	98	-6	0.91	97
COc1cc(C2C(C#N)=C(N)Oc3n[nH]c(-c4cccnc4)c32)cc(Br)c1O (stereo not drawn)	0.0	-5	1.0	-14	16	-16	105	-4	1	112
Cn1c(=O)c2c(-c3ccccc3)n(C3CCCCC3)cc2n(C)c1=O	-0.3	-7	0.8	-8	9	-9	115	-5	1.2	107
CC12CCC(C(=O)N3CCN(Cc4ccccc4)CC3)(OC1=O)C2(C)C (stereo not drawn)	-0.5	5	1.4	-1	15	-15	94	-6	0.97	101
O=C(c1ccco1)N1CCCC(c2nc(-c3ccc(S(=O)(=O)NCc4ccccc4)cc3)no2)C1 (stereo not drawn)	-0.5	26	6.0	13	-9	10	82	-5	0.44	87
Cc1cccc(N2C(=O)C(Oc3ccc(Cl)cc3Cl)C2C=O)c1C (stereo not drawn)	-0.4	-10	3.8	-10	-9	9	106	-6	1	109
O=C(CCC1CCCC1)N1CCN(C2CCCC2)CC1	0.0	2	1.9	2	-6	6	102	-5	0.98	100
COc1ccc(NS(=O)(=O)c2c(F)cc(F)c(Cl)c2F)cc1S(=O)(=O)N1CCCCC1	0.6	0	1.0	1	-14	14	100	-10	1	99
Cc1nn(Cc2ccccc2)c(=O)n1N(C)c1ncc(C(F)(F)F)cc1Cl	-0.2	3	-1.7	2	12	-12	102	-6	1.1	99
Cc1cccc(C)c1NC(=S)NCCCN1CCCC1=O	-0.3	-4	0.1	0	-2	2	102	-3	1.1	100
Cc1ccc(Cn2nnc3c(=O)[nH]c(C(=O)NCc4ccco4)nc32)cc1	-0.4	-8	4.2	0	9	-9	113	-4	1.2	100
O=C(Nc1ccc2c(c1)OCCO2)C1CCCN(c2ncccn2)C1 (stereo not drawn)	-0.1	25	0.7	-47	159*	-159	84	42	4.3*	143*

Three of the entries above in order of their number in STAT1 activator, low to high:
molecule | STAT1 activator
CC1CCN(Cc2c(O)ccc3c(=O)c(-c4nc5ccccc5s4)c(N)oc23)CC1 | 97
CCOC(=O)c1sc(C)c2c(=O)n(CC)nnc12 | 103
COc1cc(C2C(C#N)=C(N)Oc3n[nH]c(-c4cccnc4)c32)cc(Br)c1O (stereo not drawn) | 112

Following part
SMILES	Hsp70 activator	STAT3 inh	RAM inhibit	STAT1 inh	APP 5'UTR act	APP 5UTR inh	STAT3 activator	FLuc inhib CS	NF-kB expr up	STAT1 activator
COc1ccc(/C=C(/NC(=O)c2ccc(C)cc2)c2nc3ccccc3[nH]2)cc1OC	-0.3	2	0.9	-2	11	-11	99	-9	0.75	102
COC(=O)CCSCC(=O)Nc1nnc(C)s1	-0.3	3	-1.1	0	-20	20	98	-5	1.8	100
CC(C)(C)c1cc(C(=O)NCc2ccco2)ccn1	-0.3	11	2.5	9	-7	7	92	-2	0.93	92
CCCCN(C(=O)CN1CC(C)OC(C)C1)c1c(N)n(CC(C)C)c(=O)[nH]c1=O (stereo not drawn)	-0.3	6	-0.1	13	0	0	99	1	1.1	88
COC(=O)c1cc(Br)c(=O)n(CCN2CCCC2)c1	-0.3	9	0.5	2	-5	5	95	0	1.1	98
C/C(CC(=O)Nc1cc(C)ccn1)=N\NC(=O)c1cccc(C)c1	0.0	8	2.7	-18	29	-29	94	3	0.87	116
Cc1ccc(Cn2ccc(NC(=O)c3nn(C)cc3Cl)n2)cc1	-0.2	10	2.1	-19	15	-15	96	33	0.81	117
COc1cc(NC(=O)Nc2ccccc2OC)c(OC)cc1NC(=O)CN1CCCCC1	-0.4	4	0.8	-1	10	-10	102	-7	0.62	101
CC1CN(S(=O)(=O)c2ccc(C(=O)NCCCn3ccnc3)cc2)CC(C)O1 (stereo not drawn)	-0.3	0	0.9	-4	-18	18	111	-3	0.85	103
COc1cc(C(C(=O)NC2CCCCC2)N(Cc2ccco2)C(=O)c2cnccn2)cc(OC)c1OC (stereo not drawn)	-0.3	3	2.0	-6	-3	3	101	-6	0.96	104
Cc1[nH]c2ccccc2c1SCC(=O)N1CCCCC1	-0.5	12	0.1	4	-20	20	94	-2	1.1	97
Cc1nc(COC(=O)c2cc(O)c3ccccc3c2O)cs1	0.1	-51	2.2	8	16	-16	140*	35	1	93
COc1ccc(C2N(c3ccc(C)cc3)CCN2c2ccc(C)cc2)cc1O	-0.2	12	0.4	-5	6	-6	91	-5	1.2	106
O=C(O)/C=C/C(=O)N1CCc2ccccc21	-0.3	-13	0.7	-6	-10	10	113	-6	1	106
COC(=O)C1(S(=O)(=O)c2cccc3nsnc23)CC1	-0.5	6	0.7	1	1	-1	101	-7	1.1	100
O=C(COC(=O)Cn1cnc2ccccc2c1=O)Nc1cc(Cl)ccc1[N+](=O)[O-]	-0.2	-5	0.7	11	1	-1	106	-6	1.1	90
COc1ccc(-c2nc(SC)n(C)c(=O)c2C#N)cc1OC	-0.2	20	0.8	-1	-10	10	88	0	1.4	103
COc1ccc(-c2nc(-c3cccc(C)c3)nc(Cl)c2C#N)cc1	0.1	-4	1.9	7	-10	10	104	-3	1.1	94
CCC(Cc1ccccc1)NC(=O)CN(C)S(=O)(=O)c1ccc2c(c1)c(=O)n(C)c(=O)n2C (stereo not drawn)	-0.2	10	2.5	-4	4	-4	99	-9	1.1	104
COC(=O)c1cc(C#N)c(Oc2cccc(C)c2C)nc1C	0.2	6	5.2	-1	6	-6	100	-4	1.1	100
COc1ccc(OC)c(S(=O)(=O)N2CCN(C34CC5CC(CC(C5)C3)C4)CC2)c1	-0.3	-3	0.6	-6	4	-4	105	-9	0.98	105
COC(=O)CN1C(C)=Nc2ccc(Br)cc2C1c1ccccc1 (stereo not drawn)	0.0	-3	-1.7	8	2	-2	108	-4	1.5	92
CCc1cc2c(=O)c(-c3nc4ccccc4n3C)c(C)oc2c(CN(CC)CC)c1O	0.8	9	0.9	3	-12	12	100	-7	0.88	101
CCOC(=O)c1cn(Cc2ccccc2)nn1	-0.3	15	0.1	6	2	-2	89	-1	1.2	95
COc1cccc(C(=O)NC(=O)Nc2cc(C)on2)c1	0.0	27	0.9	-28	101	-101	80	16	2.1	123
CC(C)Oc1ccc(CSC(=N)N)cc1	-0.1	-2	0.5	8	-1	1	111	-4	1	93
CC1=CC2=NC(=O)/C(=C\c3cc(C)n(-c4ccc(F)cc4)c3C)C(=N)N2O1	-0.1	7	3.9	7	3	-3	96	-6	1.3	94
CC(=O)NC1=NN(C(C)=O)C(C)(c2ccco2)S1 (stereo not drawn)	0.1	-6	-0.1	-1	-3	3	107	4	3.2	99
CCC(C(=O)NCCCc1ccccc1)c1ccccc1 (stereo not drawn)	-0.3	-1	2.2	2	12	-12	100	-5	1.1	98
COC(=O)c1cc(OC)c(OC)cc1NC(=S)N1CCC(C(N)=O)CC1	-0.3	-6	0.8	-1	4	-4	105	0	0.93	101
c1ccc(N2CCN(Cc3cn4cccnc4n3)CC2)cc1	-0.4	0	1.5	6	3	-2	104	-7	1.1	95
CC(=O)C1=C(O)C(=O)N(c2cccnc2)C1c1ccc([N+](=O)[O-])cc1 (stereo not drawn)	-0.1	6	-2.0	-8	-16	16	100	-1	1.3	105
Cc1ccc(-n2nnnc2SC(C(=O)c2c[nH]c3ccccc23)c2ccccc2)cc1 (stereo not drawn)	-0.3	-6	6.1	6	31	-31	104	0	0.65	94
N#Cc1c(-c2cccs2)cc(-c2cccnc2)nc1N	-0.5	-5	2.3	-9	-15	15	108	-5	0.57	108
CCCC(=O)Nc1cccc(-c2nc3cc(C)c(C)cc3o2)c1	0.3	11	3.0	-84	135	-135	93	40	3	177*
CCc1nc2ccccc2c2nc3ccccc3n12	-0.1	21	-0.7	3	-2	2	86	-5	1.2	97
COc1ccc(CNC(C)C2COc3ccccc3O2)c(OC)c1 (stereo not drawn)	-0.3	7	0.9	7	-8	8	99	0	1	93
O=C(O)CCCNS(=O)(=O)c1cccc2nsnc12	0.0	-2	1.9	-1	-15	15	107	-11	0.97	101
CCOc1ccc(N2C(=O)CC(NC3CCCCNC3=O)C2=O)cc1 (stereo not drawn)	-0.5	-23	-0.9	-7	-3	3	120	-4	1.2	107
O=C(CN1C(=O)CSc2ncccc21)NCCN1CCOCC1	-0.4	12	-0.7	5	0	0	94	0	0.99	96

Single values from the results shown:
APP 5UTR inh, `Cc1ccc(Cn2nnc3c(=O)[nH]c(C(=O)NCc4ccco4)nc32)cc1` : -9
FLuc inhib CS, `Cc1ccc(-n2nnnc2SC(C(=O)c2c[nH]c3ccccc23)c2ccccc2)cc1` (stereo not drawn) : 0
STAT3 inh, `CC1CN(S(=O)(=O)c2ccc(C(=O)NCCCn3ccnc3)cc2)CC(C)O1` (stereo not drawn) : 0
FLuc inhib CS, `O=C(O)CCCNS(=O)(=O)c1cccc2nsnc12` : -11
APP 5'UTR act, `CCCCN(C(=O)CN1CC(C)OC(C)C1)c1c(N)n(CC(C)C)c(=O)[nH]c1=O` (stereo not drawn) : 0

Carrying on.
SMILES	Hsp70 activator	STAT3 inh	RAM inhibit	STAT1 inh	APP 5'UTR act	APP 5UTR inh	STAT3 activator	FLuc inhib CS	NF-kB expr up	STAT1 activator
COc1cc(N=c2ssnc2Cl)cc(OC)c1OC	-0.1	12	-1.5	9	5	-5	91	0	0.93	92
Cc1ccc(NC(=O)N2CCSc3ccccc32)cc1	-0.3	9	-0.3	4	14	-14	93	1	1.4	96
Cn1cc(CNCC2CCCO2)c(-c2ccc(Oc3ccccc3)cc2)n1 (stereo not drawn)	0.5	-3	-1.1	0	2	-2	105	1	1	98
Cc1ccc(C)c2[nH]c(=O)c(CCNC(=O)c3cccs3)cc12	-0.2	17	6.7	-2	-7	6	85	-1	1	102
CC(C)(C)c1cc(-c2ccco2)c(C#N)c(SCC#N)n1	-0.3	0	4.5	3	2	-2	102	-9	1.1	97
CCOC(=O)N1CCC(NC(=O)C2CCCN(S(=O)(=O)c3cccnc3)C2)CC1 (stereo not drawn)	-0.4	-12	1.0	-2	4	-4	110	-8	1.1	103
CCOC(=O)c1cnc2ccc(C)cc2c1NCCO	-0.4	-1	2.4	10	-1	1	101	-3	1	91
COc1ccc(Br)cc1CNc1ccc2[nH]c(=O)[nH]c2c1	0.9	26	0.4	7	-5	5	84	-4	1.8	93

Hits appear at their usual frequency. About 7.7% of those tested had a hit in this group.
